RGS4 inhibitor – human RGS4 inhibition | P49798 | Transcreener GDP fluorescence polarization, RGS4-accelerated GTP hydrolysis | Potency, µM (series often up to 114 µM), without a hit: at the highest dose activity change, negative = inhibition, usual class: inhibitors | actives 0.039% (n = 390,000); note: nearly all actives have a fitted effect of over 75% in size; some results filed as inactive show a strong effect at the top dose
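MLSMR compounds (23 nl, pin-transferred) preincubated 10 min at room temperature with a 500nM (2x) first reagent, then RGS4 at 900nM (2x) plus Transcreener GDP mix added; fluorescence polarization (620/688 nm) read before and after 90 min at 30 °C.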
JMJD2A Tudor inh – inhibitors of human JMJD2A Tudor domain | O75164 | AlphaScreen JMJD2A-Tudor / H3K4me3 peptide binding | Potency, µM (titrated, usually from 114 µM), for inactives: at the highest dose activity change, negative = inhibition, usual class: inhibitors | actives 4.4% (n = 390,000) | AID 504339; note: nearly all actives have a fitted effect of over 50% in size
GLS inh – blocks human kidney-isoform glutaminase activity | GLS enzymatic activity, qHTS titration | Potency, µM (titrated, usually from 45.5 µM), inactives show top-dose activity change, negative = inhibition, hits mostly inhibitors | actives 0.21% (n = 410,000) | AID 624170
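Enzyme dispensed in phosphate buffer (45 mM, pH 8.2, 0.02% Tween-20), compounds pinned in, then 1 mM L-glutamine solution and the glutamate oxidase–HRP–Amplex Red mix added; fluorescence read immediately and again after 30 min at room temperature.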
12-LOX inh – blocks human arachidonate 12S-lipoxygenase. P18054. purified 12hLO, xylenol orange hydroperoxide absorbance. Potency, µM (doses to about 108 µM), inactives show top-dose activity change, negative = inhibition, hits mostly inhibitors. actives 1.1% (n = 580,000)
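Purified human 12hLO (150 nM final) in 25 mM Hepes, 0.01% Triton X-100, pH 7.0 was preincubated 15 min at room temperature with compound. Then 40 uM arachidonic acid was added, 30 min. Hydroperoxide was read by Fe-XO absorbance ratio 573/405 nm.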
PGK inhibitor – blocks T. brucei phosphoglycerate kinase | P07378 | PGK/GAPDH coupled, Kinase-Glo luminescence, 60 min | AID 602233 | actives 0.043% (n = 380,000) | Potency, µM (titrated, usually from 57.5 µM), inactives show at the highest dose activity change, negative = inhibition, actives largely listed as inhibitors; note: nearly all actives have a fitted effect of over 60% in size
Target sequence (P07378 whole entry, looked up): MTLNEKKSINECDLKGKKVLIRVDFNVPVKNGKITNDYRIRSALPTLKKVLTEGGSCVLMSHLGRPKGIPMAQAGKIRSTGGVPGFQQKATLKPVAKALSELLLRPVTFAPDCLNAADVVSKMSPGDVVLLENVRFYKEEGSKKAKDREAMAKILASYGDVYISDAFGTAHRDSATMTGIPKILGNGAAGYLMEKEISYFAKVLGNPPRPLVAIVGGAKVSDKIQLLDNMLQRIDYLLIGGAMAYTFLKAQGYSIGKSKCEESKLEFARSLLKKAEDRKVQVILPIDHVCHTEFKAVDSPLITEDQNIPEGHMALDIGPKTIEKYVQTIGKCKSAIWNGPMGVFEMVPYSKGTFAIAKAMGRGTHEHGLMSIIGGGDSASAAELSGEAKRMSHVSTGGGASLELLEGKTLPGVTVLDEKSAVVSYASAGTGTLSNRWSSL
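Luminescent ATP detection (Kinase-Glo Plus) follows a 60-minute room-temperature incubation, with wells lacking PGK as controls. Buffer: 100 mM TEA (pH 7.6), 5 mM MgCl2, 0.01% Tween-20. Coupling enzyme GAPDH (100 nM final) supplies unstable 1,3-BPG in-well.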
TrxR1 inh – rat TrxR1 inhibition; O89049; recombinant rTrxR1, NADPH fluorescence consumption, selenite substrate; Potency, µM (doses to about 114 µM), inactives show top-dose activity change, negative = inhibition, most hits filed as inhibitors; actives 1% (n = 390,000); note: nearly all actives have a fitted effect of over 65% in size
Target sequence (O89049 whole entry, looked up): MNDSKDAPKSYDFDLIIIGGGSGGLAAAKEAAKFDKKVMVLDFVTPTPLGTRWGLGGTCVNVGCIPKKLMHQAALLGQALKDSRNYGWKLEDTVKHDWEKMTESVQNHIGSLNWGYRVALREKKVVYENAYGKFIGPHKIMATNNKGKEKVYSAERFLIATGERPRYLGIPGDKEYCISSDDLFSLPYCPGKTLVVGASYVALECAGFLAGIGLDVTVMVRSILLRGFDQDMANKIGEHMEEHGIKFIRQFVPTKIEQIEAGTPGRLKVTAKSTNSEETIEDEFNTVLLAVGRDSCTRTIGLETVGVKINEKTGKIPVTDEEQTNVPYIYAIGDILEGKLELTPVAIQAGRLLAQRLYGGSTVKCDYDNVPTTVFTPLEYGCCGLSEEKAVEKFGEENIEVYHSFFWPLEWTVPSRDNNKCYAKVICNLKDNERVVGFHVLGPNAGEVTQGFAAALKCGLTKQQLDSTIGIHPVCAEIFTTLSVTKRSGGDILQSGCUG
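Rat TrxR1 (90 nM in the dispensed reagent) was pre-reduced with 400 uM NADPH for 5 min at room temperature, then incubated with compound for 15 min. After 400 uM selenite was added, NADPH fluorescence (Ex 340/Em 450 nm) was followed for 8 min.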
Pin1 inhibitor – inhibitors of human Pin1; Pin1 FP peptide displacement, HiFluor488, 10 min; actives 0.009% (n = 390,000); AID 504891; Potency, µM (series often up to 115 µM), for the others: top-dose activity, negative = inhibition, hits mostly inhibitors; active = well fitted inhibition curve with a large enough effect in the polarisation, with a control signal flat, not every such curve was filed as active; inconclusive = small, poorly fitted or top-dose-only effect, or effect the other way, or a change in a side signal; inactive = no such curve, though single readings can be large or run the other way; the % refers to the polarisation
Target sequence (Q13526 whole entry, looked up): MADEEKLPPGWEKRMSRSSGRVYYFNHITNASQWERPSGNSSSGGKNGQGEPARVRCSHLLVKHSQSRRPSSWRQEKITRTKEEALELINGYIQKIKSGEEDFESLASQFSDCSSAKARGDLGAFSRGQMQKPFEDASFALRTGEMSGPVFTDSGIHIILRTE
* = called active by the depositor; i = inactive; ? = inconclusive; . = not tested or not shown; & = joins results of further samples; [ ] = remark or other dose. Unless noted, calls come from the whole dose curve; as a rule, active = well fitted curve in the direction sought with a large enough effect; inconclusive = small, poorly fitted or top-dose-only effect, or another doubt; inactive = no such curve, though single readings can be large; an effect the other way counts as inactive or inconclusive. % is set by controls: 0 for no effect and ±100 for the full control effect; potency is the fitted concentration of half-maximal effect. These rows are one share of the data (hit frequency here may not be typical).

| RGS4 inhibitor | JMJD2A Tudor inh | GLS inh | 12-LOX inh | PGK inhibitor | TrxR1 inh | molecule | Pin1 inhibitor |
| --- | --- | --- | --- | --- | --- | --- | --- |
| . | ? | . | . | . | . | CC(Nc1ncnc2ccc(-c3ccc4c(c3)OCO4)cc12)c1ccco1 (stereo not given) | 15% |
| . | -22% | . | . | . | . | O=C1CCC2=C1C1(CCCC1)N=C(Nc1nc3ccccc3o1)N2 | 1% |
| . | 24% | . | . | . | . | O=C(OCC#CCSc1nnc(-c2ccco2)o1)c1ccc(F)cc1 | -1% |
| . | ? | . | . | . | . | COc1cccc(C2c3c(ncn(-c4ccc(C#N)cc4)c3=N)Oc3ccc4ccccc4c32)c1 (stereo not given) | 38%[activator] |
| . | ? | . | . | . | . | CC(C)C(OC(=O)CNC(=O)c1ccccc1)C(=O)Nc1cc(C(F)(F)F)ccc1Cl (stereo not given) | 1% |
| . | -26% | . | . | . | . | O=C(O)c1cccc(-c2cccc(-c3nn4c(=O)cc(N5CCNCC5)nc4s3)c2)c1 | ? |
| . | -21% | . | . | . | . | O=C(Nc1ccccc1)Nc1nc(Nc2cc(F)cc(F)c2)nc(NC2CCCC2)n1 | -12% |
| . | -24% | . | . | . | . | Cn1cc(C[C@H](C(=O)O)N2C(=O)c3ccc(C(=O)O)cc3C2=O)c2ccccc21 | ? |
| . | ? | . | . | . | . | COc1ccc(-c2nc3ccccc3c(=O)n2Cc2ccccc2)cc1OCc1ccc(NC(C)=O)cc1 | 13% |
| . | -19% | . | . | . | . | CC(C)c1nc(Nc2nc3ccccc3o2)nc2c1CCCC2 | 2% |
| . | ? | . | . | . | . | O=C(O)/C=C/c1cc(F)c(S(=O)(=O)N2CCN(S(=O)(=O)c3ccc4c(c3)OCCO4)CC2)cc1F | 3% |
| . | ? | . | . | . | . | COc1cc(OC)cc(-c2nnc3n2N=C(c2ccc(OC)cc2OC)CS3)c1 | 24% |
| . | -19% | . | . | . | . | Cc1cc2c(s1)c1cnn(Cc3c(F)cc(F)cc3F)c(=O)c1n2C | 6% |
| . | -28% | . | . | . | . | N#Cc1nc(NCCO)nc(Nc2ccccc2)n1 | 14% |
| . | -10% | . | . | . | . | O=C1c2ccccc2C(=O)N1c1cnc2ccccc2c1 | -2% |
| . | ? | . | . | . | . | COc1cccc(-c2nnc3n2N=C(c2ccc(OC)cc2OC)CS3)c1 | 41%[activator] |
| ? | . | . | . | . | ? | CC1=C(C(=O)O)N2C(=O)[C@@H](NC(=O)C(N)C3=CCC=CC3)[C@H]2SC1 (stereo not given in full) | . |
| -6%[56.9 µM] | . | . | . | . | 8%[57.1 µM] | CC(C)[C@@H]1CC[C@@H](C)C[C@@H]1P(=O)(c1ccccc1)c1ccccc1 | . |
| 1%[56.9 µM] | . | . | . | . | ? | CN(C)c1nc2c(Br)c(Br)c(Br)c(Br)c2[nH]1 | . |
| 21%[56.9 µM] | . | . | . | . | -3%[57.1 µM] | O=c1onc2n1-c1cc(Br)ccc1OC2 | . |
| -9%[56.9 µM] | . | . | . | . | 24%[57.1 µM] | NC[C@H]1O[C@@H](n2cnc3c(N)ncnc32)[C@H](O)[C@@H]1O | . |
| 16%[56.9 µM] | . | . | . | . | 8%[57.1 µM] | O=C1C2C=CC=CC2=NC(=S)N1CCN1CCC(=C(c2ccc(F)cc2)c2ccc(F)cc2)CC1 (stereo not given) | . |
| ? | . | . | . | . | 8%[57.1 µM] | Nc1ccc(-c2ccc3ccccc3n2)cc1 | . |
| 9%[56.9 µM] | . | . | . | . | 14%[57.1 µM] | NC(Cc1cccc(-c2ccccc2CP(=O)(O)O)c1)C(=O)O (stereo not given) | . |
| 43%[activator][56.9 µM] | . | . | . | . | ? | CCC1(O)CC2CN(CCc3c([nH]c4ccccc34)[C@@](C(=O)OC)(c3cc4c(cc3OC)N(C=O)C3[C@]45CCN4CC=C[C@@](CC)([C@@H](OC(C)=O)[C@]3(O)C(=O)OC)[C@H]45)C2)C1 (stereo not given in full) | . |
| 19µM* | . | . | . | . | 30µM* | CC(=O)/C=C1\C(=O)N(C)c2ccccc21 | . |
| -14%[56.9 µM] | . | . | . | . | 17%[57.1 µM] | NCC(O)(CS(=O)(=O)O)c1ccc(Cl)cc1 (stereo not given) | . |
| 5%[56.9 µM] | . | . | . | . | 1%[57.1 µM] | CNCCc1cnc(CCC(c2ccccc2)c2ccccc2)[nH]1 | . |
| 13%[56.9 µM] | . | . | . | . | 38%[activator][57.1 µM] | O=C(CCCCCN1CCN(c2ccccc2-c2ccccc2)CC1)NC1CCCc2ccccc21 (stereo not given) | . |
| -21%[56.9 µM] | . | . | . | . | 12%&17%[57.1 µM] | O=c1cc(-c2ccccc2)[nH]c2nc(Cl)ccc12 | . |
| 7%[56.9 µM] | . | . | . | . | -1%[57.1 µM] | [Li+] | . |
| -6%[56.9 µM] | . | . | . | . | 3%[57.1 µM] | COc1ccc(NC(=O)/C=C/c2ccc(Cl)cc2)cc1 | . |
| ? | . | . | . | . | -13%[57.1 µM] | O=C1c2ccccc2C(=O)c2c(NCCc3ccc(O)cc3)ccc(NCCc3ccc(O)cc3)c21 | . |
| 13%[56.9 µM] | . | . | . | . | 2%[57.1 µM] | Clc1nccc2c1ccc1ccccc12 | . |
| -14%[56.9 µM] | . | . | . | . | ? | Cc1cc2c(cc1Cl)N(C(=O)Nc1ccc(Oc3cccnc3C)nc1)CC2 | . |
| 0.53µM* | . | . | . | . | -5%[57.1 µM] | CSc1nc(N)c2ncn([C@@H]3O[C@H](COP(=O)(O)OP(=O)(O)O)C(O)[C@H]3O)c2n1 (stereo not given in full) | . |
| 7%[56.9 µM] | . | . | . | . | 14%[57.1 µM] | CCOC(=O)C12CC1/C(=N/O)c1ccccc1O2 (stereo not given) | . |
| -6%[56.9 µM] | . | . | . | . | 16%[57.1 µM] | Cc1ccc([N+](=O)[O-])cc1S(=O)(=O)N(C)C | . |
| 14%[56.9 µM] | . | . | . | . | 1%[57.1 µM] | CC1(C)CCC=[N+]1[O-] | . |
| 0.6µM* | . | . | . | . | 0.25µM* | OCC1O[C@H]([S-])[C@H](O)[C@@H](O)[C@@H]1O.[Au+] (stereo not given in full) | . |

Overlap with the part before: three compounds, followed by the next part.
| RGS4 inhibitor | JMJD2A Tudor inh | GLS inh | 12-LOX inh | PGK inhibitor | TrxR1 inh | molecule | Pin1 inhibitor |
| --- | --- | --- | --- | --- | --- | --- | --- |
| -6%[56.9 µM] | . | . | . | . | 16%[57.1 µM] | Cc1ccc([N+](=O)[O-])cc1S(=O)(=O)N(C)C | . |
| 14%[56.9 µM] | . | . | . | . | 1%[57.1 µM] | CC1(C)CCC=[N+]1[O-] | . |
| 0.6µM* | . | . | . | . | 0.25µM* | OCC1O[C@H]([S-])[C@H](O)[C@@H](O)[C@@H]1O.[Au+] (stereo not given in full) | . |
| 9%[56.9 µM] | . | . | . | . | -2%[57.1 µM] | COc1ccc(CCn2nnnc2C2(c3ccc(C)cc3)CC2)cc1 | . |
| i | . | 7% | . | . | . | CCOc1ccccc1O[C@@H](c1ccccc1)[C@@H]1CNCCO1 | . |
| ? | . | 9% | . | . | . | CCCCC[C@H](O)/C=C/[C@@H]1[C@H]2C/C(=C/CCCC(=O)O)O[C@H]2C[C@H]1O | . |
| . | . | 22% | . | . | -33% | COc1cc2[nH]c(C)c(CCN3CCN(c4ccccc4)CC3)c2cc1OC | . |
| . | . | 73%[activator] | . | . | -12% | CN(C)c1ccc(C(=C2C=CC(=[N+](C)C)C=C2)c2c(O)c(S(=O)(=O)[O-])cc3cc(S(=O)(=O)O)ccc23)cc1 | . |
| . | . | -2% | . | -2% | . | COC(=O)C[C@@H]1C[C@H]2c3cc(N(C)C)ccc3O[C@H]2[C@H](CO)O1 | . |
| . | . | 1% | . | -2% | . | CC1(C)CC(=Cc2cc(O)ccc2[N+](=O)[O-])C(=O)c2ccccc21 | . |
| . | . | 4% | . | -3% | . | CCN1CCN(CCNC(=O)c2ccc3c(c2)NC(=O)/C(=C\c2cccc(Cl)c2)S3)CC1 | . |
| . | . | 2% | . | -1% | . | CC(C)N=C1CCCC1C(=S)SSC(=S)C1CCCC1=NC(C)C (stereo not given) | . |
| . | . | 2% | . | -1% | . | Cc1cc2c(cc1C)N(C(=O)CCl)CC(=O)N2 | . |
| . | . | . | 42%[activator] | . | . | CCNC(=O)NCC12CCC=C1N(C)C(=O)CC2 (stereo not given) | . |
| . | . | . | 8%[176 µM] | . | . | CN(C)CCNC(=O)c1cc(-c2ccc(F)cc2)cc2ncn(C)c12 | . |
| . | . | . | 5% | . | . | CCN(CC)C(=O)c1ccc(C2CCCN2C(=O)c2ccc(OC)o2)s1 (stereo not given) | . |
| . | . | . | 0% | . | . | CC(Oc1cccc(Br)c1)c1nc(-c2ccncc2)no1 (stereo not given) | . |
| . | . | . | 17% | . | . | O=C(Cn1nc2c(cc1=O)CCCC2)NCc1cccc(Cl)c1 | . |
| . | . | . | -67% | . | . | CCSC1=N/C(=C\c2ccc(Br)s2)C(=O)S1 | . |
| . | . | . | -10%[22.9 µM] | . | . | NC(=O)c1cc[n+](CC2=C(C(=O)[O-])N3C(=O)[C@@H](NC(=O)Cc4cccs4)[C@H]3SC2)cc1 | . |
| . | . | . | 95%[activator] | . | . | CNC(=O)N1CCC(C2CCN(Cc3ccc(OC)cc3)C2)CC1 (stereo not given) | . |
| . | . | . | ? | . | . | Cc1ccsc1-c1nc(-c2ccc3c(c2)CCO3)cs1 | . |
| . | . | . | -7% | . | . | O=C(NCc1cccs1)c1ccc2c(c1)N(C(=O)c1ccc(F)cc1)CC2 | . |

An excerpt of these results, with values ahead of the structure:
RGS4 inhibitor,JMJD2A Tudor inh,GLS inh,12-LOX inh,PGK inhibitor,TrxR1 inh,Pin1 inhibitor,Compound
.,.,.,-10%[22.9 µM],.,.,.,NC(=O)c1cc[n+](CC2=C(C(=O)[O-])N3C(=O)[C@@H](NC(=O)Cc4cccs4)[C@H]3SC2)cc1
.,-28%,.,.,.,.,14%,N#Cc1nc(NCCO)nc(Nc2ccccc2)n1

Further records.
| RGS4 inhibitor | JMJD2A Tudor inh | GLS inh | 12-LOX inh | PGK inhibitor | TrxR1 inh | molecule | Pin1 inhibitor |
| --- | --- | --- | --- | --- | --- | --- | --- |
| . | . | . | ? | . | . | CN(C)C(=O)c1ccc(-c2ccc3ncnc(NCc4cccnc4)c3c2)cc1 | . |
| . | . | . | ? | . | . | COc1cc(C(=O)Nc2cnc3ccccc3c2)ccc1C | . |
| . | . | . | -1% | . | . | CCc1ccc2nc(Nc3nc(-c4cccc(OC)c4)cc(=O)[nH]3)nc(C)c2c1 | . |
| . | . | . | ? | . | . | CC(C)(O)CCc1ccc(C(=O)NCCc2c[nH]c(=O)[nH]c2=O)cc1 | . |
| . | . | . | 19% | . | . | CC(C)c1noc(CC2CCN(C(=O)c3ccc(F)c(Cl)c3)CC2)n1 | . |

2 of the compounds above, as tab-separated lines:
Structure	RGS4 inhibitor	JMJD2A Tudor inh	GLS inh	12-LOX inh	PGK inhibitor	TrxR1 inh	Pin1 inhibitor
O=C(Cn1nc2c(cc1=O)CCCC2)NCc1cccc(Cl)c1	.	.	.	17%	.	.	.
CCSC1=N/C(=C\c2ccc(Br)s2)C(=O)S1	.	.	.	-67%	.	.	.

Screening data from PubChem BioAssay.
